CAL PDZ FP-1 – human CAL PDZ-peptide interaction inhibition; Q9HD26; purified CAL PDZ, TMR-peptide fluorescence polarization, 1 h; inhibition, % at 20 µM; actives 0.02% (n = 330,000); AID 504414;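 active = highest replicate inhibition of at least 40%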;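 note: plate controls were DMSO neutral control wells for no effect and unlabeled competitor peptide control wells for full effect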
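Material: tagged CAL PDZ domain; buffer or medium: 25 mM sodium phosphate pH 7.4, 150 mM NaCl, TCEP, IgG, Thesit; compound dosing: single point, 20 µM; schedule: 1 h incubation at room temperature before polarization reading; measured by: FP readout, S and P plane fluorescence; read-out basis: percent inhibition from loss of millipolarization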
Rtt109 Vps75 – C. albicans Rtt109 histone acetyltransferase inhibition. purified Rtt109/Vps75, ThioGlo CoA-SH fluorescence, 4 h. inhibition, % at 34.9 µM. actives 0.16% (n = 330,000). AID 540336;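 active = inhibition of at least 50% in every replicate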
RTF Ca sens act – increases calcium sensitivity of human cardiac regulated thin filaments. P19429+P45379. IANBD-labeled TnC RTF fluorescence at EC20 calcium; 0% EC20 calcium, 100% full calcium. activation, % at 7.2 µM. actives 0.24% (n = 340,000). AID 493008;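 active = activation above the mean over all tested compounds plus 3 SD, cut at about 30% in these data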;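 note: rise in fluorescence read as greater calcium sensitivity of cardiac thin filaments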
PKA-R2B activ – activators of human PKA-R2B complex. actives 0.079% (n = 340,000). activation, % at 11.4 µM. PKA-R2B holoenzyme dissociation, Cy5-IP20 fluorescence polarization; R2B truncated from residue 108, S112A mutant; 0% DMSO only, 100% 113 µM cGMP;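 active = activation above a cutoff set at the mean over all compounds plus 3 SD, cut at about 18% in these data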;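 note: higher means more holoenzyme dissociation and a rise in polarization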
Target sequence (P31323 whole entry, looked up, other chains not shown, the tested form may be a part): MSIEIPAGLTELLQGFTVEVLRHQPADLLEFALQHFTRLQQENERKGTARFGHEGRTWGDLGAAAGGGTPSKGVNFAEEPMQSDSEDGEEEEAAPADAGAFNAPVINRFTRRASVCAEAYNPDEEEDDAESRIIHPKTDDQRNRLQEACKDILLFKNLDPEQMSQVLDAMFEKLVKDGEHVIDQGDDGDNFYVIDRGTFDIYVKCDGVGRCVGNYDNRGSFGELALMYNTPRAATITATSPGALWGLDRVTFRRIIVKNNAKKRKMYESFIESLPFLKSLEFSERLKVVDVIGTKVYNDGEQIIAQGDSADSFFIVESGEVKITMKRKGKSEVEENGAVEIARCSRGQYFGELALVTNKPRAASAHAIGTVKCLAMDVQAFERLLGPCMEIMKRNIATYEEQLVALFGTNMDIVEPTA
Cardiac RTF inh – cardiac RTF calcium desensitization; P19429+P45379; IANBD-labeled cardiac RTF, Ca2+ fluorescence; inhibition, % at 7.15 µM; actives 0.12% (n = 340,000);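 active = inhibition above the mean inhibition of all tested compounds plus 3 SD, cut at about 17% in these data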;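 note: assay run at fixed EC70 calcium of 1.6 mM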
CAL PDZ FP-2 – CAL PDZ (human) peptide binding inhibition; purified CAL PDZ, TMR-peptide fluorescence polarization, 1 h; inhibition, % at 24.9 µM; actives 0.92% (n = 300,000); AID 602252;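 active = mean inhibition of at least 30% with at least half of replicates also reaching 30%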;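 note: 0% = DMSO neutral control and 100% = excess unlabeled competitor peptide PRC23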
Keap1-Nrf2 PPI – Keap1-Nrf2 (human) interaction inhibition | Q14145 | actives 0.15% (n = 340,000) | Keap1 Kelch-Nrf2 peptide fluorescence polarization, 1536-well | inhibition, % at 9.4 µM | AID 504523; in the data active = inhibition above about 12%;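 note: human Keap1 Kelch domain with fluorescein labeled Nrf2 9mer peptide probe; 0% = neutral control wells and 100% = peptide positive control; higher means more block of Keap1 binding to Nrf2 peptide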
DAGLB inh – diacylglycerol lipase beta (human) inhibition; Q8NCG7; HEK293T DAGLB membrane lysate, EnzChek fluorogenic substrate; inhibition, % at 5.17 µM; actives 0.059% (n = 340,000); in the data active = inhibition above about 34%;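 note: 0% = enzyme with vehicle and 100% = wells lacking enzyme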
Target sequence (Q8NCG7 whole entry, looked up): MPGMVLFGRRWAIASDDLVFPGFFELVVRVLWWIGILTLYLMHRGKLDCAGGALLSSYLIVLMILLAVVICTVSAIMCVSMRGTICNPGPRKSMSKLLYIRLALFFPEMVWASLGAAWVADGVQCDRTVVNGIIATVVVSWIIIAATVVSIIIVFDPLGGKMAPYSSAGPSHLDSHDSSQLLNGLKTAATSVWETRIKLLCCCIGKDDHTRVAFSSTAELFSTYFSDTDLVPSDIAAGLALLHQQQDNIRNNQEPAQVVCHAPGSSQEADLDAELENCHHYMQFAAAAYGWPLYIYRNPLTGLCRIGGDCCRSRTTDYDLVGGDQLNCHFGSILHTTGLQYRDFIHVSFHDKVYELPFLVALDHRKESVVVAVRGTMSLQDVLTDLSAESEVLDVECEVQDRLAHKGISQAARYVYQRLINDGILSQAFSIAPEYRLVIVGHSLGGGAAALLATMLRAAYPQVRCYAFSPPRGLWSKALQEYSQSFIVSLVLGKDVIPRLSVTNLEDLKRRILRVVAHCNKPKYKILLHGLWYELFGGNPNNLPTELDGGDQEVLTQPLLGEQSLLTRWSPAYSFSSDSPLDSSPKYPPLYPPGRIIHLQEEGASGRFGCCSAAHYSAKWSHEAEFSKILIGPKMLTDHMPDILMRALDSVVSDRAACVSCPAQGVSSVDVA
C-LANA FP – KSHV C-LANA DNA binding inhibition; MBP-C-LANA/FAM-LBS DNA binding, fluorescence polarization; AID 504423; actives 0.078% (n = 340,000); inhibition, % at 9 µM;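 active = highest replicate inhibition at or above 60% at 9 µM, even if other replicates fall short; inactive = all replicates below 60% inhibition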;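 note: 0% = neutral control wells and 100% = 4 µM acridine orange control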
SR-BI DiI-HDL act – activators of SR-BI mediated HDL lipid uptake; CHO ldlA[mSR-BI] cells, DiI-HDL uptake fluorescence, 3 h; 100 = double the neutral-control signal; activation, % at 12.5 µM; actives 0.096% (n = 320,000); AID 504775;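 active = mean replicate activation of at least 60% and every replicate at or above 60%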;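 note: 0% = median plate neutral-control signal and 100% = twice that signal; values of inactives mirror those of a sister screen read the other way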
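Test system: SR-BI-overexpressing, LDLR-lacking CHO cells. Measured by: DiI fluorescence, bottom read. Medium: Ham's F12 with 0.5% BSA, HEPES 25 mM, pH 7.4. Timing: 3 h uptake period with compound, 37 °C.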
* hit, by the source's call; / = no result given; & = joins results of further samples.

A first look (two entries):
SMILES	CAL PDZ FP-1	Rtt109 Vps75	RTF Ca sens act	PKA-R2B activ	Cardiac RTF inh	CAL PDZ FP-2	Keap1-Nrf2 PPI	DAGLB inh	C-LANA FP	SR-BI DiI-HDL act
CCOC(=O)C1=C(O)/C(=C\c2sccc2C)N=C1C	-1.2	1	10	-3	2	-6	-7	1	0.2	-10
CCCOc1ccc(C(=O)NC(=S)NCc2cccnc2)cc1	-2.0	3	1	11	2	-2	2	1	0.4	-15

The whole of this part, from the first entry:
SMILES	CAL PDZ FP-1	Rtt109 Vps75	RTF Ca sens act	PKA-R2B activ	Cardiac RTF inh	CAL PDZ FP-2	Keap1-Nrf2 PPI	DAGLB inh	C-LANA FP	SR-BI DiI-HDL act
CCOC(=O)C1=C(O)/C(=C\c2sccc2C)N=C1C	-1.2	1	10	-3	2	-6	-7	1	0.2	-10
CCCOc1ccc(C(=O)NC(=S)NCc2cccnc2)cc1	-2.0	3	1	11	2	-2	2	1	0.4	-15
CCn1c(SCC(=O)Nc2cc(C(C)(C)C)nn2-c2ccccc2)nnc1-c1cccs1	-3.3	/	2	-6	-4	0	-1	-4	1.3	-7
CCNc1nc(N)nc(Oc2ccc(OCC)nn2)n1	-0.8	-8	5	-9	-5	-2	-3	0	-0.6	23
Cc1cc(C)c(C(N)=O)c(SCC(=O)c2cc(C)c(C)cc2C)n1	-1.6	-13	4	-9	-13	-4	2	-2	-0.6	-11
Cc1ccc(-c2nc(NC(=O)c3nn(C)cc3[N+](=O)[O-])sc2C)cc1C	-0.8	1	1	5	3	-5	-1	1	-0.1	-74
CNC(=O)CSc1nnc(COc2ccc([N+](=O)[O-])cc2)n1C	-0.7	1	8	-4	-14	-3	-1	0	-0.6	12
O=C(NCCc1ccccc1)c1ccc(CS(=O)Cc2cccc(Cl)c2)o1 (stereo not drawn)	-0.3	14	-7	-2	-3	-7	1	-1	-1.4	14
CC(C)(CO)CNC(=O)CCc1nnc(CCCc2ccccc2)o1	-1.4	25	-7	-6	0	5	3	-3	0.2	15
CC(C)CC1Nc2ncnc(N3CCN(c4ccccn4)CC3)c2N(Cc2ccccc2)C1=O (stereo not drawn)	-0.1	14	-1	16	-17	1	-1	3	-1.3	21
COc1cccc(NC(=O)c2cnsn2)c1	0.0	-8	-6	-6	-5	-6	0	-4	-0.2	-24
NC(=O)c1nsc(C(=O)N(c2cccc(F)c2)C(C(=O)NCC2CCCO2)c2cccs2)c1N (stereo not drawn)	-0.5	-11	3	-10	7	2	0	-1	-1.0	23
CC(Sc1nnc(-c2cccs2)n1-c1ccccc1)C(=O)NCc1ccc2c(c1)OCO2 (stereo not drawn)	-1.0	4	-6	1	2	0	0	-3	-0.2	-3
COC(=O)CCSc1nccn1Cc1ccccc1	-0.8	3	-3	-5	-10	2	-4	-5	-0.2	27
COc1ccccc1NC(=O)N(Cc1ccc2c(c1)OCO2)Cc1nc2ccccc2c(=O)[nH]1	/	5	5	2	-8	-7	0	0	-0.2	-12
CN(/C(=N/S(=O)(=O)c1ccccc1)c1ccccc1)S(=O)(=O)c1ccccc1	-2.6	-1	0	2	-13	-1	0	-1	-1.0	22
CC1Cc2ccccc2N1C(=O)NC1CC(=O)N(c2ccc3c(c2)OCCO3)C1 (stereo not drawn)	-2.2	-5	0	-1	-9	1	2	-1	-0.9	/
COc1ccc(C(=O)NNC2=C(C(=O)C(F)(F)F)CCC2)cc1	-1.9	1	/	/	/	/	3	/	-1.8	-95
CC1CCc2c(C(=O)NCCCN3CCOCC3)csc2C1 (stereo not drawn)	-1.4	-7	3	-1	-7	-4	-2	1	-2.5	-4
CCN(CC)CCNC(=O)C12CC3CC(CC(C3)C1)C2	1.1	1	4	15	-2	1	2	3	-0.1	-12
Cc1cccc(C(=O)Nc2nnc(Cc3c[nH]c4ccccc34)s2)c1	0.0	/	0	-6	-7	-1	-11	1	1.2	0
N#Cc1c(-c2ccc(F)cc2)noc1N	-3.5	4	1	5	-10	-1	-1	-3	-0.3	21
COc1cccc(-c2c(C(=O)N/N=C/c3ccc(C)s3)nnn2-c2nonc2N)c1	-2.6	2	2	-6	-4	-6	-1	-3	0.0	-16
CC(C)Oc1ccc(C2NC(=O)NC2=O)cc1 (stereo not drawn)	-0.2	10	-4	-1	7	0	1	-1	1.5	8
CN(CC1CCOCC1)C(=O)c1ccc2nc(Cc3cccc(Cl)c3)oc2c1	-2.4	10	-5	-6	-10	-3	-1	2	0.3	-7
Cn1c(NC(=O)COc2ccccc2)cc(=O)n(C)c1=O	-1.0	-4	0	9	5	-6	2	-1	1.9	5
NC(=O)C1CC(=O)N(Cc2ccc3c(c2)OCO3)C(=Nc2ccccc2)S1 (stereo not drawn)	-3.1	-1	2	-1	0	-8	-6	2	1.2	3
Cc1ccc(NC(=S)N2CCN(S(=O)(=O)c3ccccc3)CC2)cc1	-1.0	18	-1	-9	-3	-2	-4	-2	-1.1	-4
CCOc1cc(C2NC(=O)NC(C)=C2C(C)=O)cc(Cl)c1OCC(=O)O (stereo not drawn)	-0.6	-5	-1	-3	4	0	1	-1	2.4	2
COc1ccc(N2C(=O)CC(Sc3n[nH]c(-c4ccccc4)n3)C2=O)cc1 (stereo not drawn)	-0.9	9	0	-6	-2	/	-5	0	-0.2	13

In another format: entries from further up
Each structure is followed by: CAL PDZ FP-1, Rtt109 Vps75, RTF Ca sens act, PKA-R2B activ, Cardiac RTF inh, CAL PDZ FP-2, Keap1-Nrf2 PPI, DAGLB inh, C-LANA FP, SR-BI DiI-HDL act
- CC1Cc2ccccc2N1C(=O)NC1CC(=O)N(c2ccc3c(c2)OCCO3)C1 (stereo not drawn)
  -2.2, -5, 0, -1, -9, 1, 2, -1, -0.9, /
- COc1ccc(C(=O)NNC2=C(C(=O)C(F)(F)F)CCC2)cc1
  -1.9, 1, /, /, /, /, 3, /, -1.8, -95
- CC1CCc2c(C(=O)NCCCN3CCOCC3)csc2C1 (stereo not drawn)
  -1.4, -7, 3, -1, -7, -4, -2, 1, -2.5, -4
- CCN(CC)CCNC(=O)C12CC3CC(CC(C3)C1)C2
  1.1, 1, 4, 15, -2, 1, 2, 3, -0.1, -12
- Cc1cccc(C(=O)Nc2nnc(Cc3c[nH]c4ccccc34)s2)c1
  0.0, /, 0, -6, -7, -1, -11, 1, 1.2, 0
- N#Cc1c(-c2ccc(F)cc2)noc1N
  -3.5, 4, 1, 5, -10, -1, -1, -3, -0.3, 21

Continuation.
SMILES	CAL PDZ FP-1	Rtt109 Vps75	RTF Ca sens act	PKA-R2B activ	Cardiac RTF inh	CAL PDZ FP-2	Keap1-Nrf2 PPI	DAGLB inh	C-LANA FP	SR-BI DiI-HDL act
Cc1cc(Br)ccc1NC(=O)CNC(=O)Cn1ncc(Cl)c(Cl)c1=O	-2.8	8	4	1	-11	-3	-6	-2	2.2	-2
Nc1c(Cl)ncnc1N1CCN(c2ncnc(Cl)c2N)CC1	-2.8	/	1	4	-2	-3	-2	-3	1.9	0
CCCOc1ccc(C(=O)Nc2cccnc2)cc1	0.4	0	-7	2	0	-2	-4	0	-2.5	-4
O=C(Nc1ccc(-c2cc3ccccc3oc2=O)c(Cl)c1)c1cccnc1	-4.2	-9	2	11	-14	-13	3	0	0.2	-26
CCSC1=C(C#N)C(c2ccc(F)cc2)CC(=O)N1 (stereo not drawn)	-0.5	9	0	-10	-6	/	-1	1	0.8	15
CCOC(=O)c1c(NC(=O)c2nc3n(n2)C(C(F)F)CC(C)N3)sc2c1CCCC2 (stereo not drawn)	-1.8	-6	0	-7	-1	-4	-2	-1	-0.5	-56
CSCCC(NC(=O)/C(=C/c1ccc2c(c1)OCO2)NC(=O)c1cccc([N+](=O)[O-])c1)C(=O)O (stereo not drawn)	-1.6	12&-2	-3	5	-9	1	2	1	1.9	9&2
Cn1ccc(NC(=O)Nc2cccc([N+](=O)[O-])c2)n1	-0.1	2	/	/	/	3	-1	/	1.2	-70
Cc1onc(-c2c(F)cccc2Cl)c1C(=O)Nc1nnc(C2CC2)s1	-1.2	-2	1	1	6	-2	2	-1	1.8	1
O=C1NCCN1CCNS(=O)(=O)c1ccc(F)c(Cl)c1	-0.3	-7	-5	7	-1	/	5	-3	0.0	-1
Cc1cccc(C)c1NC(=O)C(NC(=O)CN1C(=O)c2ccccc2C1=O)c1ccccc1 (stereo not drawn)	-1.3	6	4	0	-5	-1	-2	-1	-0.7	3
Cc1c(NS(=O)(=O)c2ccc3c(c2)c(=O)n(C)c(=O)n3C)c(=O)n(-c2ccccc2)n1C	-1.6	2	2	-13	-7	-2	-3	0	1.3	41
N#C/C(=C/c1ccc(F)cc1)S(=O)(=O)c1ccccc1	-0.3	1	-5	7	-3	-3	-3	0	-1.4	13
COc1ccc(-c2sc(NC(C)=O)nc2-c2ccccc2)cc1	-0.1	-4	0	-4	-9	-1	-1	-8	2.3	-80
Cc1ccccc1N=C1Nc2ccccc2CS1	-0.1	-6	-1	-2	5	4	-5	-5	-0.1	-15

An excerpt from above, showing only Keap1-Nrf2 PPI, CAL PDZ FP-1 and RTF Ca sens act.
mol | Keap1-Nrf2 PPI | CAL PDZ FP-1 | RTF Ca sens act
COc1ccc(-c2sc(NC(C)=O)nc2-c2ccccc2)cc1 | -1 | -0.1 | 0
CCCOc1ccc(C(=O)Nc2cccnc2)cc1 | -4 | 0.4 | -7
O=C(Nc1ccc(-c2cc3ccccc3oc2=O)c(Cl)c1)c1cccnc1 | 3 | -4.2 | 2

The list goes on.
SMILES	CAL PDZ FP-1	Rtt109 Vps75	RTF Ca sens act	PKA-R2B activ	Cardiac RTF inh	CAL PDZ FP-2	Keap1-Nrf2 PPI	DAGLB inh	C-LANA FP	SR-BI DiI-HDL act
COc1ccc(-n2nnnc2SCC(=O)Nc2ccc3c(c2)OCCO3)c(OC)c1	-3.1	/	2	-2	-7	2	0	2	-1.6	-30
Cc1ccc(N2C(=O)N(CC(=O)Nc3ccc(F)c(F)c3)C(=O)C2C)cc1 (stereo not drawn)	-0.3	-1	-3	-1	4	-3	0	-3	-0.8	-8
O=C(CCCCCn1c(=O)[nH]c2ccsc2c1=O)N1CCN(C2CCCCC2)CC1	-0.6	3	7	-14	-3	/	-3	2	-1.9	-6
CCCCN(CCCC)c1nn[nH]n1	0.1	-4	0	2	-12	-1	-2	2	-3.5	/
O=C(Nc1cccc(Cl)c1)NC1CCS(=O)(=O)C1 (stereo not drawn)	-1.0	-10	0	1	-8	-4	5	-1	-0.6	/
COc1ccccc1OC(=O)c1cc2ccccc2oc1=O	/	8	-6	10	-2	-1	0	-1	-1.4	6
O=C(CSc1nc(=O)n(CCCN2CCOCC2)c2c1CCC2)Nc1ccccc1F	-1.6	7	-2	3	-7	-2	-1	0	-0.6	2

Random draw from the library; overall some 1.6% were active at least once.
